# Screening data: PubChem, several laboratories
# M5 PAM – human M5 muscarinic receptor positive allosteric modulators, primary screen, CHO-K1 cells, Fluo-8 calcium fluorescence | CHO-K1 hM5, ACh EC20 PAM; 0% = ACh EC20, 100% = ACh EC100 | activation, % at 3 µM | hit rate 0.3% among 360,000 | AID 624038, 2012;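 active = activation above the run cutoff, the mean activation of all test compounds plus 3 SD, cut at about 18% in these data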
#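 Assay system – human M5 receptor in CHO-K1 cells · Read-out – % activation, ACh-normalized · Technique – Fluo-8 calcium fluorescence · Dosing – single-point, 3 µM nominal · Incubation – Fluo-8 loading 80 min at 37 °C plus 30 min room temperature · Repeats – singlicate, one well per test compound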
# CRFR2-BP ag – agonists of CRF-BP/CRF-R2 complex, primary screen, cell-based, HEK293, calcium dye fluorescence, uHTS; hit rate 0.46% among 350,000; calcium dye fluorescence (FLIPR); percent of saturating CRF peptide response; activation, % at 13.2 µM;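 active = activation of at least 50%, plus an integration ratio under a set limit after plate pattern correction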;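 also: plate controls were neutral control wells without compound for no effect and CRF at EC100 for full effect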
# CRFBP-R2 block – antagonists of CRF-BP/CRF-R2 complex, primary screen, cell-based, HEK293, calcium dye fluorescence, uHTS. inhibition, % at 11.8 µM. CRF-induced calcium fluorescence. hit rate 0.59% among 350,000;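 active = inhibition of the ligand-induced calcium signal above about 50% at the single tested concentration, limit read from the data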
# TAAR1 ag – human TAAR1 agonists, primary screen, Fluo-8 calcium fluorescence, CHO RD-HGA16 cells; Trace amine-associated receptor 1 (Homo sapiens), Q96RJ0; vehicle wells 0%, saturating PEA agonist 100%; activation, % at 3 µM; hit rate 0.99% among 360,000; AID 624467, 2012;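 active = activation above the mean activation of all test compounds in the run plus 3 SD, cut at about 38% in these data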
# Target sequence (Q96RJ0 whole entry, looked up): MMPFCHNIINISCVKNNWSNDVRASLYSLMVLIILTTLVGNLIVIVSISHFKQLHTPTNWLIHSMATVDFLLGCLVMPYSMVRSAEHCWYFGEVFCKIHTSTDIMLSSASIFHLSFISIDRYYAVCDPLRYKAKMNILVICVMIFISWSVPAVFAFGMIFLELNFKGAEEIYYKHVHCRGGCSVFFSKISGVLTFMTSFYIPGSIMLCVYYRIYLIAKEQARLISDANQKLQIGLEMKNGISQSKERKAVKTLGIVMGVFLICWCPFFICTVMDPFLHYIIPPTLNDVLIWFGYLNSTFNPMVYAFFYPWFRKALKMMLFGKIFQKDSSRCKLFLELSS
#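 System: CHO-derived RD-HGA16 cells with stable Gα16 and human TAAR1 / Times: 17-24 h plating, Fluo-8 75 min 37 °C, 30 min RT / Technique: calcium-sensitive Fluo-8 signal, excitation 470-495, emission 515-575 nm / Measure: % activation relative to PEA EC100 response / Benchmarks: DMSO and PEA EC100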
# CHRM5 agonist – human M5 muscarinic receptor agonists, primary screen, CHO-K1 cells, Fluo-8 calcium fluorescence; CHO-K1 hM5 cells; 0% DMSO wells, 100% maximal acetylcholine response; activation, % at 3 µM; hit rate 0.19% among 360,000;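 active = activation above the run's mean over test compounds plus 3 SD, cut at about 23% in these data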;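 also: signal is peak over basal fluorescence ratio across the kinetic read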
# M5 antag – human M5 muscarinic receptor antagonists, primary screen, CHO cells, Fluo-8 calcium fluorescence; CHO-hM5 cells, ACh EC80; hit rate 0.59% among 360,000; inhibition, % at 3 µM;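 active = inhibition above a per-plate cutoff, the mean of that plate's test compounds plus 3 SD, cut at about 27% in these data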;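 also: 0% = acetylcholine EC80 with DMSO and 100% = DMSO without agonist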
# M1 PAM parental – nonselective calcium activators in parental CHO-K1 cells, primary screen, counter-screen for M1 PAM project, cell-based, Fluo-8 calcium fluorescence, full deck, 1536-well; ATP EC20; 0% at ATP EC20, 100% at ATP max; activation, % at 3 µM; hit rate 0.02% among 360,000; AID 602247, 2012;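 active = activation above the run cutoff, the mean activation of all test compounds plus 3 SD, cut at about 40% in these data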;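 also: peak over basal fluorescence ratio in a 140 s read after ATP addition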
# TAAR1 antag – human TAAR1 antagonists, primary screen, Fluo-8 calcium fluorescence, CHO RD-HGA16 cells | hit rate 1.5% among 360,000 | inhibition, % at 3 µM | Trace amine-associated receptor 1 (Homo sapiens), Q96RJ0 | antagonist;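 active = inhibition above a per-plate cutoff, the mean inhibition of test compounds on that plate plus 3 SD, cut at about 49% in these data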;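 also: 0% = DMSO plus EC80 beta-PEA response and 100% = DMSO alone without agonist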
#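 Test system: RD-HGA16 CHO cells with stable hTAAR1 and Gα16 / Probe or stimulus: EC80 β-phenethylamine stimulus / Times: seeding 17-24 h prior, 75-min 37 °C, 30-min RT dye loading / Detection: Fluo-8 calcium-sensitive fluorescence / Read-out basis: % inhibition scaled between DMSO and EC80 PEA controls / Repeats: singlicate, one well per test compound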
# M4 PAM – human M4 muscarinic receptor positive allosteric modulators, primary screen, CHO-K1 cells, Fluo-8 calcium fluorescence; Muscarinic acetylcholine receptor M4 (Homo sapiens), P08173; CHO-K1 hM4/Gqi5, ACh EC20; 0% = ACh EC20, 100% = maximal ACh; activation, % at 3 µM; hit rate 0.4% among 360,000; AID 624126, 2012;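 active = activation above its plate's cutoff, the mean activation of sample wells plus 3 SD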; also: some results filed as inactive read as strong as hits
# Target sequence (P08173 whole entry, looked up): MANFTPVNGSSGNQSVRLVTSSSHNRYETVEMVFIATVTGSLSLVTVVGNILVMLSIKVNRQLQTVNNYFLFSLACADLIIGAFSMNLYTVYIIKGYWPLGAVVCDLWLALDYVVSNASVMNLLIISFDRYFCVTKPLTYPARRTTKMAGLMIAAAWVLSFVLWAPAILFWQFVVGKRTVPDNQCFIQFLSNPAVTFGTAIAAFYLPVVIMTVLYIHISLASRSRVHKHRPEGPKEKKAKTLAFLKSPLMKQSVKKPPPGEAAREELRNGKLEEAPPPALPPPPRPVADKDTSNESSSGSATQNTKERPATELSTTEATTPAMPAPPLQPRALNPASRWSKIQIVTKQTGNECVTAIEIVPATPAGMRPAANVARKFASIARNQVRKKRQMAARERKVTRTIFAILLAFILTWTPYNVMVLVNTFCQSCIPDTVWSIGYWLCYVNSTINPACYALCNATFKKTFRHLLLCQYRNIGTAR
# * marks the source's active call; other numbers are inactive results; nt = not tested or not shown.
[1] CC1CCCC(C)N1CCCNC(=O)c1ccc2nc(N3CCCCC3)sc2c1 (stereo not drawn)
[2] CC(C)c1ccc(N2C(=O)CC(Sc3ncn[nH]3)C2=O)cc1 (stereo not drawn)
[3] COc1ccc(/C=C/C(=O)c2ccncc2)c2ccccc12
[4] COc1ccc(NC(=O)COC(=O)c2ncc(Cl)c(Cl)c2Cl)c(OC)c1
[5] CCN(CC)c1ccc(/C=N/N2CCN(Cc3ccccc3Cl)CC2)c(O)c1
[6] CCOc1ccc(OCCOC(=O)CNC(=O)c2ccc(Cl)cc2Cl)cc1
[7] CC(OC(=O)CCc1nc2ccccc2c(=O)[nH]1)C(=O)Nc1cccc(C(F)(F)F)c1 (stereo not drawn)
[8] O=C(NC1CCCC1)C1CCN(C(=O)c2ccc(Cl)cc2)CC1
Screen / compound no.	1	2	3	4	5	6	7	8
M5 PAM	-4	6	-2	2	2	0	-6	1
CRFR2-BP ag	-2.3	3.5	1.7	0.0	-0.8	-3.0	4.5	0.7
CRFBP-R2 block	11	1	-55	19	6	-7	6	-14
TAAR1 ag	3	5	4	3	2	0	1	10
CHRM5 agonist	-3	1	0	-1	-4	-2	2	-1
M5 antag	6	7	5	-4	5	-2	15	7
M1 PAM parental	11	3	6	13	14	-6	10	-1
TAAR1 antag	-11	-7	-11	9	-19	-25	-7	1
M4 PAM	-8	-1	-7	-6	2	-5	3	-6

[9] CCCc1c(C(=O)N/N=C/C=C/c2ccccc2)nnn1-c1nonc1N
[10] CCn1c(SCC(=O)Nc2ccc(N(C)C)cc2)nnc1C1CC1
[11] CCC(=O)N1c2ccc(S(=O)(=O)NCCc3ccccc3)cc2CC1C (stereo not drawn)
[12] COC(=O)c1c(C)[nH]c(C)c1C(C)=O
[13] O=C(CSc1ccc(-c2ccc(Cl)cc2)nn1)NC1CCCC1
[14] O=C(COc1ccccc1Br)N1CCN(C(=O)c2ccco2)CC1
[15] COc1ccc(NC(=O)Cc2ccc(Cl)cc2)cc1S(=O)(=O)N1CCCCC1
[16] CCC(C)(C)N1CC(=O)N(Cc2ccccc2)C(c2ccc(OC)cc2)C1=O (stereo not drawn)
Screen / compound no.	9	10	11	12	13	14	15	16
M5 PAM	-1	-2	-8	-3	1	-3	1	-6
CRFR2-BP ag	0.1	0.1	-1.3	1.5	0.6	-0.2	0.1	0.2
CRFBP-R2 block	2	3	10	-3	-6	11	-4	-7
TAAR1 ag	2	6	3	3	2	2	8	6
CHRM5 agonist	2	-2	1	-1	-1	-2	-2	-3
M5 antag	5	13	9	1	7	-8	2	9
M1 PAM parental	8	13	-19	10	15	16	-2	17
TAAR1 antag	10	-4	5	-31	-10	0	15	23
M4 PAM	5	-3	-7	-3	8	4	-1	-2

# An excerpt from above, reduced to M1 PAM parental, CRFBP-R2 block and TAAR1 ag.
no. | compound | M1 PAM parental | CRFBP-R2 block | TAAR1 ag
14 | O=C(COc1ccccc1Br)N1CCN(C(=O)c2ccco2)CC1 | 16 | 11 | 2
16 | CCC(C)(C)N1CC(=O)N(Cc2ccccc2)C(c2ccc(OC)cc2)C1=O (stereo not drawn) | 17 | -7 | 6

# (continued)
[17] C=CCN(Cc1ccc(Cl)s1)C(=O)c1cc(S(=O)(=O)N2CCOCC2)ccc1F
[18] O=C(Nc1ccc(F)cc1)C(CCc1ccccc1)N1CCN(Cc2c(F)cccc2Cl)CC1 (stereo not drawn)
[19] C=CCOc1c(CNc2ncn[nH]2)cccc1OC
[20] Cn1c(SCC(=O)N2c3ccccc3Sc3ccccc32)nc2ccccc21
[21] CC(C)(C)C(=O)NCCN1C(=O)S/C(=C\c2ccc([N+](=O)[O-])cc2)C1=O
[22] CCN(C(=O)CSc1nnc(-c2ccncc2)n1Cc1ccccc1)C1CCS(=O)(=O)C1 (stereo not drawn)
[23] COc1ccc(/C=C/CN2CCCC(C(=O)c3ccc(OC)c(F)c3)C2)cc1 (stereo not drawn)
[24] O=c1oc2cc(O)ccc2cc1-c1nc2c(s1)CCc1ccccc1-2
Screen / compound no.	17	18	19	20	21	22	23	24
M5 PAM	-13	-4	-11	-8	-7	-8	0	-2
CRFR2-BP ag	-1.0	nt	0.8	5.0	-1.0	-1.4	-1.6	279*
CRFBP-R2 block	2	nt	6	5	0	-7	-6	-232
TAAR1 ag	7	2	8	4	12	3	12	59*
CHRM5 agonist	-1	-1	-2	-5	4	4	-9	15
M5 antag	10	-2	-1	12	2	10	-3	19
M1 PAM parental	-7	nt	16	10	10	-6	9	10
TAAR1 antag	-11	18	10	-10	11	-23	-6	47
M4 PAM	5	-10	-13	-7	-1	3	-16	7

[25] Cc1ccc(C2=NN=C(NC(=O)C(F)(F)F)SC2)cc1
[26] CC(=O)NC(c1ccc(F)c(F)c1)c1nc(-c2cccc(C(F)(F)F)c2)cs1 (stereo not drawn)
[27] CCOc1ccccc1C1CC(=O)Nc2cc3c(cc21)OCO3 (stereo not drawn)
[28] O=C(Nc1ccc2oc(-c3ccccc3F)nc2c1)c1ccc([N+](=O)[O-])o1
[29] COc1ccc(-c2nc(CS(=O)(=O)CC(=O)NCCc3cc(OC)ccc3OC)c(C)o2)cc1
[30] COCC(C)n1c(SCC(=O)N2CC(=O)Nc3ccccc32)nc2ccccc2c1=O (stereo not drawn)
[31] CCc1nn(CC(=O)NCCc2ccc(OC)cc2OC)c(=O)c2cc3occc3n12
[32] CCC(C)(C)n1nnnc1C(c1ccccc1)N1CCN(C2CCCC2)CC1 (stereo not drawn)
Screen / compound no.	25	26	27	28	29	30	31	32
M5 PAM	6	-7	-2	-4	-2	-1	7	-7
CRFR2-BP ag	-0.7	nt	-0.2	4.4	-0.9	-0.8	-0.8	-1.2
CRFBP-R2 block	7	nt	4	1	1	-6	0	8
TAAR1 ag	-1	2	18	-1	21	9	1	5
CHRM5 agonist	1	1	1	-2	4	3	-4	-13
M5 antag	2	3	-4	3	10	3	-7	0
M1 PAM parental	11	-13	12	10	17	14	4	6
TAAR1 antag	-33	-3	5	7	6	6	-12	-4
M4 PAM	-1	-5	7	-1	-1	3	9	-11

# Given field by field: 4 of the compounds above.
28) O=C(Nc1ccc2oc(-c3ccccc3F)nc2c1)c1ccc([N+](=O)[O-])o1
  M5 PAM = -4
  CRFR2-BP ag = 4.4
  CRFBP-R2 block = 1
  TAAR1 ag = -1
  CHRM5 agonist = -2
  M5 antag = 3
  M1 PAM parental = 10
  TAAR1 antag = 7
  M4 PAM = -1
25) Cc1ccc(C2=NN=C(NC(=O)C(F)(F)F)SC2)cc1
  M5 PAM = 6
  CRFR2-BP ag = -0.7
  CRFBP-R2 block = 7
  TAAR1 ag = -1
  CHRM5 agonist = 1
  M5 antag = 2
  M1 PAM parental = 11
  TAAR1 antag = -33
  M4 PAM = -1
29) COc1ccc(-c2nc(CS(=O)(=O)CC(=O)NCCc3cc(OC)ccc3OC)c(C)o2)cc1
  M5 PAM = -2
  CRFR2-BP ag = -0.9
  CRFBP-R2 block = 1
  TAAR1 ag = 21
  CHRM5 agonist = 4
  M5 antag = 10
  M1 PAM parental = 17
  TAAR1 antag = 6
  M4 PAM = -1
32) CCC(C)(C)n1nnnc1C(c1ccccc1)N1CCN(C2CCCC2)CC1 (stereo not drawn)
  M5 PAM = -7
  CRFR2-BP ag = -1.2
  CRFBP-R2 block = 8
  TAAR1 ag = 5
  CHRM5 agonist = -13
  M5 antag = 0
  M1 PAM parental = 6
  TAAR1 antag = -4
  M4 PAM = -11

# The results go on.
[33] COc1ccccc1N1CCN(CC(=O)c2ccc3ccn(C(C)=O)c3c2)CC1
[34] CCN(CCO)c1ncnc2c1sc1nc(C(C)C)c3c(c12)CC(C)(C)OC3
[35] Oc1c(C(c2ccccn2)N2CCOCC2)ccc2cccnc12 (stereo not drawn)
[36] CC1(C(=O)NS(=O)(=O)c2ccc(C#N)cc2)CCN1C(=O)Cc1cc(F)ccc1F (stereo not drawn)
[37] O=C(CSc1nnc(-c2ccccc2)n1CC1CCCO1)N1CCCC1 (stereo not drawn)
[38] c1cncc(COC2CCCN(Cc3nc(-c4cccs4)no3)C2)c1 (stereo not drawn)
[39] COc1cccc(C(Nc2ccccc2)c2ccc3ccc(C)nc3c2O)c1 (stereo not drawn)
[40] COc1cc(-c2nc3ccccc3s2)ccc1O
Screen / compound no.	33	34	35	36	37	38	39	40
M5 PAM	-6	-1	1	-1	-5	-4	-15	-6
CRFR2-BP ag	-2.9	0.0	2.3	nt	-1.5	1.1	nt	1.2
CRFBP-R2 block	13	-24	-1	nt	6	-2	nt	11
TAAR1 ag	nt	6	nt	5	1	2	2	-1
CHRM5 agonist	0	2	-1	0	2	-2	-5	-3
M5 antag	-4	-6	-2	4	10	7	10	7
M1 PAM parental	17	21	10	-4	10	23	nt	-5
TAAR1 antag	nt	-3	nt	-25	-6	-17	-1	1
M4 PAM	-1	12	3	5	5	5	-2	0

[41] O=C(Nc1ccccc1F)c1nc[nH]c1C(=O)NCc1ccccc1
[42] CN(Cc1ccc(F)cc1)S(=O)(=O)c1nnc(NC(=O)c2ccccc2Br)s1
[43] COc1cccc(NC(=O)C2C3CC4OC(=O)C2C4C3)c1 (stereo not drawn)
[44] Cc1ccc(Oc2ccccc2NC(=O)CN2C(=O)NC3(CCCC3)C2=O)cc1
[45] CCOC(=O)c1c(NC(=O)CN2C(=O)NC(C)(c3ccc(OC(F)F)cc3)C2=O)sc(C)c1C (stereo not drawn)
[46] C=CCN1C(=O)/C(=C2/Sc3ccc(OC)cc3N2C)SC1=Nc1ccccc1
[47] COC(=O)c1cc(C)sc1NC(=O)CCc1ccccc1
[48] O=C(Nc1ccc(C(=O)N2CCOCC2)cc1)c1cc(-c2cccnc2)nc2ccc(Cl)cc12
[49] CCN(CC)Cc1nc2c(c(=O)[nH]1)C1(CCCCC1)Cc1ccccc1-2
[50] CC(C)NC(=O)N(C)C[C@H]1Oc2c(NC(=O)C3CC3)cccc2C(=O)N([C@H](C)CO)C[C@@H]1C
[51] CCn1c(-c2ccccc2)ccc(C#N)c1=O
Screen / compound no.	41	42	43	44	45	46	47	48	49	50	51
M5 PAM	1	-1	2	14	4	5	-4	-6	-3	7	4
CRFR2-BP ag	0.9	2.0	0.2	0.2	17	3.0	-3.8	0.2	1.6	0.8	-0.8
CRFBP-R2 block	4	-5	-4	-6	-81	-5	17	-16	-9	1	-5
TAAR1 ag	4	0	1	-1	87*	5	5	13	8	5	18
CHRM5 agonist	-2	9	-1	2	15	4	-1	5	-3	0	-5
M5 antag	-1	-1	5	4	17	5	0	5	-5	5	-6
M1 PAM parental	0	1	3	-5	30	1	1	-16	14	20	18
TAAR1 antag	4	-29	0	-15	53*	6	-1	38	-23	-1	11
M4 PAM	4	-5	3	5	6	-5	-1	-6	-4	6	5
